Source: PubChem (several laboratories)
Tb hexokinase: blocks Trypanosoma brucei hexokinase 1 activity; actives 0.11% (n = 220,000); AID 1430; recombinant TbHK1, G6PDH-coupled NADH A340; inhibition, % at 10 µM;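 active = inhibition of 50% or more in the single-dose primary screen; inactive = inhibition below 50%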
p97 inhibitor: human p97 ATPase inhibition; P55072; recombinant p97 ATPase, Kinase-Glo ATP luminescence, 3 h; inhibition, % at 8 µM; actives 0.42% (n = 220,000); AID 1481; in the data active = inhibition above about 15%;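 note: 0% = DMSO vehicle and 100% = wells lacking enzyme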
m-calpain inh: calpain II (pig) inhibition; purified calpain II, fluorogenic peptide substrate, 30 min; actives 0.37% (n = 220,000); inhibition, % at 16 µM; AID 1236;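 active = inhibition above about 50%, limit read from the data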
Runt-CBFb FRET: blocks binding of human RUNX1 Runt domain to CBFb | Q01196+Q13951 | AID 1496 | inhibition, % at 20 µM | actives 0.46% (n = 220,000) | Cerulean-Runt/Venus-CBFb FRET ratio 530/480, 1 h;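 active = inhibition over about 50% at 20 µM in the single-dose screen, limit read from the data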;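 note: 0% = DMSO wells and 100% = excess unlabeled CBFb competitor control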
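Buffer or medium: Tris pH 7.5 buffer with BSA. Assay system: Cerulean-labeled Runt domain protein. Amount: each fluorescent fusion protein 100 nM. Read-out basis: loss of energy transfer signal. Incubation: 1 h compound exposure, room temperature. Probe or stimulus: Venus-CBFb binding partner, 100 nM. Detection: FRET, excitation 422 nm, emission at 530 and 480 nm.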
Runt-SMMHC FRET: blocks binding of human RUNX1 Runt domain to CBFb-SMMHC | actives 0.74% (n = 220,000) | Cerulean-Runt/Venus-CBFb-SMMHC FRET ratio 530/480, 1 h | inhibition, % at 20 µM;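 active = mean inhibition across duplicate retests at 20 µM reaching about 50%, limit read from the data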;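 note: 0% = DMSO wells and 100% = wells with excess untagged CBFb-SMMHC; inhibitors lower the FRET ratio by blocking Runt binding to CBFb-SMMHC; some results filed as inactive read as strong as hits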
NCF1 inh: p47phox (human) inhibition; inhibition, % at 24.7 µM; actives 0.53% (n = 220,000); AID 1274; p47phox/p22phox peptide binding, fluorescence polarization, 2 h; P14598;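 active = inhibition above about 30%, limit read from the data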;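 note: 0% = p47phox with labelled peptide and 100% = labelled peptide alone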
Target sequence (P14598 whole entry, looked up): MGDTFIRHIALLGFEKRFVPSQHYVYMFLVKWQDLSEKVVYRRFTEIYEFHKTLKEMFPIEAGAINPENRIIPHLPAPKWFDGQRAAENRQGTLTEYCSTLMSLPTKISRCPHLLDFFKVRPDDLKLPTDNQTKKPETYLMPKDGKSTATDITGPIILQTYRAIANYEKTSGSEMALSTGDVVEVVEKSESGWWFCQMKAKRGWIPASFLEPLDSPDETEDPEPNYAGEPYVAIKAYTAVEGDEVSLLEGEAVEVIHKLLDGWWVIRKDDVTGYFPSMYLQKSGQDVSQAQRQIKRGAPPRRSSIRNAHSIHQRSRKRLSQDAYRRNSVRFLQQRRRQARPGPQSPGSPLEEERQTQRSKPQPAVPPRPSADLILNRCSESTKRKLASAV
Furin inhibitor: blocks human furin protease activity; P09958; purified furin, fluorogenic substrate cleavage; inhibition, % at 30 µM; actives 0.061% (n = 220,000); in the data active = inhibition above about 25%; note: inactives centre near -15
Target sequence (P09958 108-714 limits assumed): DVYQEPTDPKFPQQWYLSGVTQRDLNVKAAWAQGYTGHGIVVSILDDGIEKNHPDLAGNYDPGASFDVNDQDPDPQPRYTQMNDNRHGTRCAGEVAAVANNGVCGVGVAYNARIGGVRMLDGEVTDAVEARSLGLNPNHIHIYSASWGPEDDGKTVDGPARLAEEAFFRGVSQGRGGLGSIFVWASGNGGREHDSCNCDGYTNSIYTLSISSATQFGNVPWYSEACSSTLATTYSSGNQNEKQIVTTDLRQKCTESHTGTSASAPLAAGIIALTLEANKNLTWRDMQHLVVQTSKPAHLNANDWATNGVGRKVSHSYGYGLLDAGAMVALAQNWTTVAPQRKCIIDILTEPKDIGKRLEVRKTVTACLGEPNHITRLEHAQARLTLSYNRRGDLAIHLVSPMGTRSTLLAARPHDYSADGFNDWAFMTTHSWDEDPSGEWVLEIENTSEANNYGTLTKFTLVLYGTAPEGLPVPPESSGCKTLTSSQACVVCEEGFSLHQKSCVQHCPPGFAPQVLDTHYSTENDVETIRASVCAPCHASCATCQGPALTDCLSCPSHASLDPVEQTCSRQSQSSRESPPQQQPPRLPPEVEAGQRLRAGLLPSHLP
EBV gp42 inh: EBV gp42 inhibition. actives 0.42% (n = 220,000). inhibition, % (tested at 21.74 µM). Fluorescence polarization binding assay, mP read-out. Q1HVG2; in the data active = inhibition above about 50%
RBBP9 inhibitor: human RBBP9 hydrolase inhibition; O75884; recombinant RBBP9, FP-Rh probe fluorescence polarization; inhibition, % at 7.94 µM; actives 0.2% (n = 220,000); AID 1515;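 active = inhibition above the campaign mean of all tested compounds plus 3 SD, cut at about 14% in these data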;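 note: plate controls were DMSO wells with RBBP9 for no effect and wells lacking RBBP9 protein for full effect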
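System: RBBP9 protein / Quantity: 2.5 µM RBBP9 dispensing solution, before mixing / Also added: Serine-hydrolase probe FP-Rh, 375 nM pre-mixing / Dosing: 7.94 µM single dose, 0.794% DMSO / Timing: enzyme-compound preincubation 30 min, then probe labeling 45 min, 25 °C / Signal: FP readout at 525/598 nm / Controls: DMSO-treated enzyme wells and wells lacking RBBP9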
Starred values were filed as active, the others as inactive; i = inactive; / = no result given; [ ] = remark or other dose.

Structure	Tb hexokinase	p97 inhibitor	m-calpain inh	Runt-CBFb FRET	Runt-SMMHC FRET	NCF1 inh	Furin inhibitor	EBV gp42 inh	RBBP9 inhibitor
CCOC(=O)C1(Cc2cccc(OC)c2)CCN(Cc2csc(C(C)=O)c2)CC1	4.1	-12.7	39.7	1.3	0.8	-1.9	-11.2	-2.3	-6.0
O=C1/C(=C/c2ccncc2)CCC/C1=C\c1ccncc1	-5.9	6.6	-6.0	-0.4	3.8	2.5	-7.8	-4.2	3.0
Nc1nnnn1CC(=O)N/N=C/c1ccc(-c2cccc(Cl)c2)o1	-4.6	-0.1	-79.3	-1.4	0.3	-1.7	-23.3	-4.1	3.9
CN(C)c1nc(-c2ccccc2)c2cnn(Cc3ccccc3)c2n1	-5.1	1.4	-97.0	4.6	13.4	-2.6	-15.1	-12.6	-0.1
Oc1ccc(/C=N/NC2=NCCCCC2)cc1	-38.5	1.6	-41.6	3.3	1.3	0.6	7.2[20 µM]	-5.9	16.5*
CCOC(=O)Cn1c(=O)oc2cc(S(=O)(=O)NC3CCCc4ccccc43)ccc21 (stereo not given)	-1.4	-7.0	47.5	2.0	2.8	-12.7	2.0	-5.9	-5.2
CCOC(=O)NC(Nc1nnc(C)s1)(C(=O)OCC)C(F)(F)F (stereo not given)	0.8	4.0	-11.2	0.4	-0.4	-2.3	-19.7	-10.2	6.5
Cc1ccc(C)c(N(C(=O)c2snc(C(N)=O)c2N)C(C(=O)NCC2CCCO2)c2cccs2)c1 (stereo not given)	-20.0	7.1	-364.8	-0.2	10.5	-7.0	-22.4	-9.7	6.2
Cn1nc(C(C)(C)C)cc1C(=O)NNC(=O)c1ccc(C(F)(F)F)cc1	-10.3	3.7	7.8	-2.0	1.7	-13.6	-18.5	-17.8	-0.1
Cc1sc2nc3c4ccccc4c(NCc4ccco4)nn3c(=O)c2c1C	-4.5	7.2	-289.5	8.3	10.3	-35.1	-26.4	-17.2	4.8
Cc1ccc(N2C(=O)C3C(c4ccccc4)N4CCCN4C3(C)C2=O)cc1 (stereo not given)	-2.9	4.9	-13.0	-0.6	-6.8	7.2	-23.0	-6.2	-2.8
CC1=NNC(=O)C1CCC(=O)N/N=C/C=C/c1ccccc1 (stereo not given)	-16.3	6.9	2.6	1.1	0.1	-25.2	-21.2	-9.6	-6.8
CC(C)n1cnc2c(Nc3ccc(C(=O)O)cc3)nc(Cl)nc21	-15.4	/	-14.6	-0.7	-0.6	-9.8	-19.9	-8.8	/
CCn1c(SCC(=O)c2ccc(OC)cc2)nnc1C1CC1	-3.2	3.4	-19.5	-1.9	3.4	7.0	-10.8[20 µM]	-19.5	2.6
CCCSc1nc(C)cc(=O)[nH]1	-11.5	7.7	-12.1	1.3	2.0	-7.0	3.3[20 µM]	-15.1	9.5
CCc1cc(C(=O)OC)c(NC(=O)CC2Sc3ccc(C(F)(F)F)cc3NC2=O)s1 (stereo not given)	-3.3	3.5	11.8	0.4	-0.1	-52.1	-18.6	-71.5	-4.3
CC(=O)OC(C(=O)Nc1ccccc1)C(C)S(=O)(=O)c1ccccc1 (stereo not given)	1.6	-6.5	-0.6	-1.0	0.3	2.9	5.0	-6.9	-3.5
N#Cc1c2n(c(=S)n(-c3ccccn3)c1=O)CCCCC2	-11.4	-1.9	-48.0	1.3	-2.2	-25.3	-12.6[20 µM]	-3.6	-6.7
O=C(CNC(=O)Cc1ccc(Cl)cc1)NCc1ccco1	2.2	1.4	-26.9	-0.1	-3.7	-2.7	-39.6	-1.0	-3.1
O=C(COC(=O)C1CCCC1)NCc1ccc(Cl)cc1	2.2	-4.0	22.0	-0.7	-1.0	-2.9	-27.4	0.1	-3.4
CN(C)C=Nc1nonc1N	0.4	4.1	17.8	0.4	-3.7	-13.3	-13.6[20 µM]	-19.2	2.6
NC(=O)c1c(NC(=O)Cn2cc([N+](=O)[O-])cn2)sc2c1CCCC2	2.4	-3.1	24.5	9.3	5.2	6.5	-1.7	-5.7	-10.7
Cc1ccc(/C=C/C(=O)N2CCN(S(=O)(=O)c3cccs3)CC2)o1	-39.7	3.0	-8.6	47.2	6.7	-8.7	-13.7	-14.0	-1.4
CCN(CC(=O)NCc1cccs1)S(=O)(=O)c1ccc(C(C)C)cc1	0.9	1.2	5.1	-1.2	2.1	-5.7	-14.9[20 µM]	5.7	-8.9
Cc1cc(C(=O)CSc2nnc(N)s2)c(C)n1CCc1ccc(Cl)cc1	4.4	1.5	-148.3	-2.4	-4.4	-30.4	-14.9	-1.3	-12.8
C=CCNc1nc(-c2c(C)nc3sccn23)cs1	4.7	6.0	-6.3	12.8	-1.9	-5.5	-18.1[20 µM]	-7.8	3.7
CC(=O)c1cc(F)c(N2CCCCCC2)cc1C	-2.5	-1.0	3.8	-1.6	1.1	-27.6	-12.1[20 µM]	-11.8	-6.8
Cc1ccc(-c2nnc3n2CCCCC3)cc1	-3.0	4.4	-15.4	1.2	2.8	-4.3	-8.9[20 µM]	-4.0	-6.7
Cc1cc(C)c2c(=O)[nH]c(SCC(=O)NCCc3ccccc3)nc2n1	-1.4	-1.7	-15.4	-0.9	1.4	-5.0	-17.0[20 µM]	-18.9	-6.8
CC/C(=C\C(=O)c1cccnc1)Nc1ccc(C)c(C)c1	-33.5	-4.5	33.9	2.5	1.8	-3.9	-21.6	-13.7	-5.8
COc1ccccc1CNC(=O)COC(=O)Cc1cccs1	0.5	1.7	2.8	2.1	1.0	-5.6	-9.4	-8.2	-9.3
O=C(c1ccccc1)c1c[nH]c2cc3c(cc2c1=O)OCO3	3.8	3.6	22.7	-2.3	1.5	1.1	-12.5[20 µM]	-19.6	9.0
CC(OC(=O)c1ccc2c(=O)n3c(nc2c1)CCCCC3)C(N)=O (stereo not given)	-2.9	-1.8	-2.7	2.4	-0.6	-2.5	-8.2	-12.0	-6.1
CCC(=O)c1ccc(OCC(=O)N(C)CC(=O)Nc2cccc(F)c2)cc1	0.8	3.6	-18.5	1.1	1.7	-10.5	-29.0	-22.5	0.0
O=C1N/C(=N\N=C\c2cccnc2)SC1Cc1ccc(SC(F)F)cc1 (stereo not given)	-31.6	4.0	-24.3	-1.3	-6.5	2.8	-6.4[20 µM]	21.6	3.7
CC1=Nc2cc(C(=O)NCCCOC(C)C)ccc2Sc2ccccc21	-3.9	-0.5	-24.2	-2.5	0.7	-11.8	-23.1	-12.4	-1.3
CNC(=O)c1[nH]cnc1C(=O)N[C@@H](Cc1ccccc1)C(=O)OCc1ccccc1	-5.0	1.4	7.3	-3.0	-1.2	/	-19.6	-6.3	-3.8
CN(C)CCN1CC(C(=O)O)CC1=O (stereo not given)	3.6	4.6	9.8	0.4	1.8	-25.2	-29.3	-8.0	0.9
Cc1cccc(C(=O)N2CCC(c3nc(-c4ccc(S(=O)(=O)N5CCOCC5)cc4)no3)CC2)c1	-6.6	-3.8	/	/	-3.9	/	-19.1[20 µM]	/	-5.7
CC(=O)Nc1cccc(-c2nc3ccccc3c(=O)o2)c1	-4.9	1.1	-3.3	-0.2	-0.5	-10.6	-15.0[20 µM]	-21.1	7.2
Cc1ccc(-c2nc3ccccc3c(C(=O)NCc3cccs3)c2C)cc1	-2.7	3.8	-14.9	0.5	-0.6	-10.4	-15.1[20 µM]	-10.6	-5.7
CCN1C(=O)/C(=C2\C=Cc3cc(C)ccc3N2CC)OC1=S	-5.2	0.9	-15.6	16.8	33.8	-233.2	-17.8[20 µM]	4.3	-6.1
Fc1ccc(C2=CSC3=NCCN23)cc1	-2.0	3.8	7.7	1.0	-2.5	4.1	-24.6	-11.9	-3.3
CCOC(=O)C1C(=O)CC(C)(O)C(C(=O)OCC)C1c1ccc(NC(C)=O)cc1 (stereo not given)	0.2	5.4	-24.9	0.3	1.3	6.3	-19.0	-11.0	-4.0
COc1nc(OC)nc(N2CCC(C(=O)Nc3cccc4ccccc34)CC2)n1	-0.4	1.7	-24.2	-2.3	1.9	-7.2	-26.9	-1.3	-4.8
CCCCS/C(N)=N/N=C/c1ccccc1O	-38.9	-0.5	7.8	8.0	0.9	-3.5	-7.3[20 µM]	0.3	-2.9
CCOc1cc(-c2nc3ccccn3c2NCC2CCCO2)ccc1O (stereo not given)	-18.5	1.4	i	-1.6	-3.5	-10.6	3.0[20 µM]	-7.0	-11.6
COC(=O)c1nc(N)sc1C	2.5	-0.6	-1.8	1.6	-0.6	-0.9	-17.7	3.4	-11.7
Cc1nnc(SCC(=O)Nc2sc3c(c2C#N)CCCC3)[nH]c1=O	-6.7	-1.7	-52.1	2.3	-0.1	-24.4	-11.6[20 µM]	-16.1	-5.9
O=C(COc1ccc2ccccc2c1)Nc1cccc2c1C(=O)NC2=O	-0.7	0.4	-11.2	-12.7	-47.6	19.9	-14.1	-29.2	-4.1
CC(C)[C@H](NC(=O)c1ccco1)C(=O)OCC(=O)Nc1ccc(F)cc1	7.7	-4.4	26.6	1.6	-0.4	-10.6	-18.3	1.1	-8.6
O=C(NCCN1CCN(Cc2ccccc2)CC1)Nc1cc(Cl)cc(Cl)c1	0.0	-8.1	-5.9	0.5	-0.1	-15.5	-10.6	-13.8	-13.7
C=CCN1C=CC(=O)CC1	-36.7	/	-6.9	3.1	1.8	-11.4	-11.5	-13.2	/
COc1cccc2c1CCC(NC(C)=O)C2=O (stereo not given)	-4.4	0.2	-36.4	-1.2	-0.6	3.9	-17.5	0.1	-8.1
O=[N+]([O-])c1ccc(CSc2nnc3ccccn23)cc1	-3.4	-1.1	3.0	2.2	-2.7	-3.8	-19.5	-0.6	-12.4
O=C(CCCn1c(SCC(=O)NCC2CCCO2)nc2ccccc2c1=O)NCc1ccccc1 (stereo not given)	-1.8	1.9	2.4	-0.4	2.0	-10.5	-19.7[20 µM]	1.2	3.2
COc1ccc(Cl)cc1S(=O)(=O)NCc1cccs1	-4.7	-0.2	2.3	-0.7	-1.4	-3.2	-13.4[20 µM]	-5.9	-1.7
CCN(CC)CCN1C(=O)c2oc3ccccc3c(=O)c2C1c1cccc(Br)c1 (stereo not given)	0.0	-9.8	-38.2	-1.2	2.4	-18.4	-22.1	-23.9	-0.2
COc1ccc(C)cc1Nc1ccc(C(=O)O)cc1[N+](=O)[O-]	-12.9	1.3	17.8	-4.4	-4.0	-1.1	-25.1	0.3	-12.4

One compound at a time, from the list above. Values in the order: Tb hexokinase, p97 inhibitor, m-calpain inh, Runt-CBFb FRET, Runt-SMMHC FRET, NCF1 inh, Furin inhibitor, EBV gp42 inh, RBBP9 inhibitor
COc1ccc(Cl)cc1S(=O)(=O)NCc1cccs1 is entered as -4.7, -0.2, 2.3, -0.7, -1.4, -3.2, -13.4[20 µM], -5.9, -1.7
O=[N+]([O-])c1ccc(CSc2nnc3ccccn23)cc1 is entered as -3.4, -1.1, 3.0, 2.2, -2.7, -3.8, -19.5, -0.6, -12.4
O=C(CCCn1c(SCC(=O)NCC2CCCO2)nc2ccccc2c1=O)NCc1ccccc1 (stereo not given) is entered as -1.8, 1.9, 2.4, -0.4, 2.0, -10.5, -19.7[20 µM], 1.2, 3.2
